# T cell modulator: T cell immune modulators affecting CD8 T cell-vesicle binding | 330,000 tested, 0.068% active | 2C CD8+ T cell-vesicle binding, flow cytometry; hits give low values | calls only at 7 µM;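 active = response, share of CD8 T cells binding vesicles, and their 90th percentile fluorescence all below set limits, cut at about 80% in these data, passing the limit was not always enough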
#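 Also added: QL9-peptide-loaded Drosophila micro-vesicles bearing Ld, ICAM-1 and B7-1; Test system: purified 2C TCR transgenic mouse naive CD8+ T cells; Measured by: cytometric PE anti-B7-1 and Alexa647 anti-CD8 signals after 1% paraformaldehyde fixation; Timing: binding step 1.5 h, 37 °C, antibody labelling 20 min, ice.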
# bCat nuc transl: alters nuclear translocation of beta-catenin in HeLa cells. immunofluorescence imaging. nuclear translocation activity, % at 5 µM. 190,000 tested, 0.3% active;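 active = nuclear translocation activity above 50% at 5 µM, with a well cell count of 50 or more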;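 also: per-cell ratio of nuclear to cytoplasmic median beta-catenin stain intensity; plate controls were DMSO negative control for no effect and GSK-3 inhibitor IX positive control for full effect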
#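 Test system: human HeLa cell line; Doses: 5 µM primary, 0.02–20 µM confirmation; Incubation: 24 h compound exposure, 37°C; Detection: beta-catenin immunofluorescence imaging with DAPI; Read-out: beta-catenin nuclear/cytoplasmic ratio, % activation.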
# WT yeast gro inh: growth inhibition of WT yeast, mitochondrial fusion screen; 190,000 tested, 2.1% active; inhibition, % at 10 µM; mitochondrial fusion phenotypic screen, WT strain; in the data active = inhibition above about 58%; tested in S. cerevisiae
# MT stabilizer: microtubule stabilizers in HeLa cells; HeLa tubulin immunostaining HCS, 24 h; share of cells brighter than vehicle mean+2SD; % tubulin-high responders, % at 10 µM; 200,000 tested, 0.83% active; AID 2205;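 active = plate Z-score above 3 for both tubulin-high and condensed-nucleus cell shares, with cell loss under 80%, at 10 µM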;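 also: anti alpha tubulin signal scored within the nucleus-defined area of each cell; some results filed as inactive read as strong as hits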
# Autophagy mod: modulators of autophagy. MEF GFP-LC3 puncta imaging; test concentration mostly 10 µM. calls only at 10 µM (by protocol). 190,000 tested, 0.98% active. AID 463193;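 active = percentage of spot-positive cells more than 3 SD above its plate mean, without a fluorescence outlier flag or 80% toxicity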;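 also: spot-positive cell cutoff set from DMSO-treated cells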
# M1AAP inhibition: P. falciparum M1AAP inhibitors, biochemical, fluorogenic H-Leu-NHMec substrate, 1536-well (AID 1445); recombinant M1AAP, H-Leu-NHMec fluorogenic kinetic assay; higher % means a stronger effect; 220,000 tested, 0.42% active; one-dose inhibition, % at 30 µM; IC50 in µM for titrated hits;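 active = primary inhibition above the hit cutoff, then over 50% inhibition at one or more dose response concentrations, cut at about 23% in these data, passing the limit was not always enough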;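 also: plate controls were DMSO full reaction for no effect and no enzyme background for full effect; strong numbers were not always called active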
# Yfh1-depleted yeast: mitochondrial function rescue without frataxin homolog – Friedreich's ataxia, plus single-dose screen, dose response (AID 1465) | S. cerevisiae Yfh1-off respiration, WST-1 reduction, 72 h; higher fold induction means a stronger effect | fold induction at 50 µM, or EC50 in µM where a hit was titrated | 220,000 tested, 0.074% active;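 active = fold induction of absorbance versus untreated yeast above a set limit, then at least 30% activation at any dose in follow-up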;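 also: activators that raise dye reduction in frataxin-depleted yeast; strong numbers were not always called active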
# Dynein transport: blocks dynein driven cargo transport along microtubules; 3617.4 mouse cells, GR-EGFP nuclear translocation imaging; test concentration mostly 20 µM; stimulated with dexamethasone, 1 µM; hits give low values; z-score, hits read low; 220,000 tested, 0.47% active; AID 1381;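 active = plate z-score of nuclear minus cytoplasmic receptor signal below a set negative limit, without overly bright fluorescence or cell loss, cut at about -3.5 in these data, passing the limit was not always enough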;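 also: z-score of nuclear minus cytoplasmic ring GR-EGFP intensity difference per well; some compounds called inactive have numbers as strong as hits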
#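 Also added: dexamethasone, 1.0 µM final. Medium: tet-free, stripped-serum medium. Detection: fixed, Hoechst-stained cells imaged at 10x for EGFP. Read-out: nuclear-to-cytoplasmic GR-EGFP distribution per well. Times: induction 48 h, compound 1 h, agonist 30 min.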
# M17LAP inhibition: P. falciparum M17LAP inhibitors, primary screen, biochemical, fluorogenic H-Leu-NHMec substrate, 1536-well (AID 1619). recombinant M17LAP, H-Leu-NHMec fluorogenic kinetic assay; higher % means a stronger effect. inhibition, % at 30 µM; hits with a dose series show IC50 in µM. 220,000 tested, 0.38% active;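 active = compound inhibiting the enzyme by more than half at any dose during confirmatory dose-response retesting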;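 also: plate controls were full reaction with DMSO carrier for no effect and no enzyme background for full effect; strong numbers were not always called active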
# WT yeast gro inh mutant strain: further read-out of WT yeast gro inh, marked with its call; inhibition, %; mitochondrial fusion phenotypic screen, mutant strain inhibition
# Dynein transport cytoplasmic EGFP: further read-out of Dynein transport, marked with its call; z-score; measured here: cytoplasmic GR-EGFP intensity; hits give high values
# Dynein transport nuclear GR-EGFP: recorded beside Dynein transport, whose call it bears; z-score; measured here: nuclear GR-EGFP intensity;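 lower value marks the stronger effect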
# Dynein transport cell count: recorded beside Dynein transport, whose call it bears; z-score; measured here: cell count per field
# bCat nuc transl cell count 5 µM: recorded beside bCat nuc transl, whose call it bears; cell count; measured here: cell count, cytotoxicity flag
# T cell modulator vesicle-bound %: recorded beside T cell modulator, whose call it bears; double positive events, %; measured here: CD8+ vesicle-bound cell fraction;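 binding gate set so that unloaded-vesicle control wells show 10% double positive cells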
# MT stabilizer Hoechst-high %: further read-out of MT stabilizer, marked with its call; % Hoechst-high responders; measured here: nuclear condensation Hoechst responders;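 share of cells brighter than vehicle mean plus two SD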
# MT stabilizer cytotoxicity %: also measured in MT stabilizer; calls as there; toxicity, %; measured here: cytotoxicity by cell density;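 0% = mean cell density of plate MIN control wells and 100% = no cells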
# Autophagy mod cell loss 18 h: also measured in Autophagy mod; calls as there; toxicity, %; measured here: cell loss, nuclei count;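 cell loss after 18 h compound exposure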
# Starred values were filed as active, the others as inactive; i = inactive; nt = not tested or not shown.
SMILES,T cell modulator,T cell modulator vesicle-bound %,bCat nuc transl,bCat nuc transl cell count 5 µM,WT yeast gro inh,WT yeast gro inh mutant strain,MT stabilizer,MT stabilizer Hoechst-high %,MT stabilizer cytotoxicity %,Autophagy mod,Autophagy mod cell loss 18 h,M1AAP inhibition,Yfh1-depleted yeast,Dynein transport,Dynein transport cytoplasmic EGFP,Dynein transport nuclear GR-EGFP,Dynein transport cell count,M17LAP inhibition
COc1cc(/C=C2/CCc3ccccc3C2=O)cc(OC)c1OC,i,18,4.0,1048,6,-2,6.0,2.7,19,i,12,0%,i,-0.71,-0.03,-0.3,-0.92,-5%
CCN1CCN(C(=O)CN(CC)S(=O)(=O)c2ccc(Cl)cc2)CC1,i,62,0.4,1015,1,5,2.0,2.1,8.5,i,-12,6%,i,-0.18,-0.23,0.13,0.12,-14%
COC(=O)c1ccc(Cl)c(NC(=O)CN2CCC(C)CC2)c1,i,13,nt,nt,12,-14,1.1,1.6,9.6,i,-7,12%,i,-0.14,-0.14,-0.072,0.21,13%
CCc1cc(C(=O)Cc2cnn(-c3ccccc3)c2)c(O)cc1O,i,35,-3.7,962,1,-6,3.4,1.9,12,i,10,8%,i,-0.43,-0.37,-0.089,0.11,9%
Cc1ccc(S(=O)(=O)N2CCCCC2C(=O)N2CCN(Cc3ccccc3)CC2)cc1 (stereo unspecified),i,30,-5.6,968,20,20,1.5,1.7,13,i,49,10%,i,-0.26,-0.22,-0.012,0.031,0%
O=S(=O)(CCSc1nc2ccccc2s1)c1nc2ccccc2s1,i,25,2.6,969,35,28,11*,11*,39*,i,46,3%,i,-0.55,0.25,0.011,-0.48,-8%
COc1cc(-c2nc(Cc3ccccc3Cl)no2)cc(OC)c1OC,i,44,0.0,1340,4,-1,4.5,5.8,8.9,i,-4,0%,i,-0.13,-0.3,-0.037,-0.12,12%
O=C1NN(c2ccc(F)c(Cl)c2)C(=O)/C1=C\c1cccc(OC(=O)c2cccs2)c1,i,56,-3.4,1211,32,33,1.6,1.9,4.9,i,2,10%,i,-0.58,-0.067,-0.15,0.91,35%
O=C1CN(C(=O)COC(=O)CNC(=O)c2ccc(Br)o2)c2ccccc2N1,i,19,-3.1,1120,-8,-1,0.9,2.1,4.1,i,-2,8%,i,0.014,-0.17,-0.1,1.1,24%
O=C(N/N=C/c1ccc([N+](=O)[O-])s1)c1ccccc1Br,i,14,1.2,1339,7,16,3.9,0.9,0.0,i,24,6%,i,-0.15,-0.26,-0.93,0.015,0%
COc1ccc(C2C3=C(CC(C)(C)CC3=O)Nc3nc(C)nn32)cc1OC (stereo unspecified),i,28,-1.3,1289,nt,nt,nt,nt,nt,nt,nt,11%,i,-0.077,-0.2,0.28,-0.39,5%
O=C1C[C@@H](c2ccc(O[C@@H]3O[C@H](CO)[C@@H](O)[C@H](O)[C@H]3O)cc2)Oc2cc(O)ccc21,nt,nt,nt,nt,-12,-26,2.0,3.0,13,i,2,14%,i,0.65,-0.26,0.61,0.28,30%
N#C/C(=C\Nc1ccccc1SC(F)(F)F)c1nc(-c2ccc(F)cc2)cs1,i,62,-2.2,553,6,-7,2.9,3.0,9.8,i,-12,4%,i,0.49,-0.23,0.27,0.34,-2%
COc1ccc(N2CCN(C(=O)CCCC3=NS(=O)(=O)c4ccccc4N3)CC2)cc1,i,25,-1.0,1301,18,29,4.9,3.5,4.3,i,-4,3%,i,0.91,-0.11,0.54,-1.6,-2%
CC(=O)Nc1ccc(S(=O)(=O)Oc2ccc(C(=S)N3CCC(O)CC3)cc2)cc1,i,24,-0.6,956,-8,-19,3.2,4.0,10,i,0,1%,i,2.2,-0.21,0.78,-1.6,-20%
COCCCNC(=O)CSc1nc2ccc(N3CCOCC3)cc2c(=O)n1CCc1ccccc1,i,26,nt,nt,nt,nt,2.3,1.3,3.2,i,8,nt,i,1.7,-0.17,1.3,-0.94,nt
CC(C)(C)c1ccccc1OCCCCN1CCCC1,i,46,nt,nt,5,20,1.5,0.9,6.7,i,-4,6%,i,1.4,-0.16,1.1,-0.74,3%
O=C(Nc1cccc(-c2nc3cccnc3s2)c1)c1cccnc1Cl,i,46,0.8,1352,nt,nt,nt,nt,nt,nt,nt,1%,i,-0.36,-0.23,0.43,-0.32,9%
O=C(Cn1nnc2c(cnn2-c2ccc(F)cc2)c1=O)Nc1ccccc1C(F)(F)F,i,35,-0.1,992,-12,1,1.5,1.7,6.1,i,8,nt,i,0.61,0.21,0.71,0.34,nt
Cc1ccnc2nc(C(=O)OCC(=O)N3CCc4ccccc43)nn12,i,42,-1.6,1084,3,1,3.1,2.1,24,i,-7,-2%,i,0.59,-0.29,0.72,-0.41,0%
Fc1cc2[nH]c(=S)[nH]c2cc1Cl,i,23,9.4,772,nt,nt,nt,nt,nt,nt,nt,-3%,i,1.1,-0.21,0.51,-0.79,36%
Cc1ccc[n+](CC(=O)Nc2nc3ccccc3s2)c1,i,22,-0.6,1531,-8,11,1.4,2.4,14,i,-13,4%,i,1.8,0.45,1.6,-2,0%
CC(C)N1C(=O)/C(=C\c2nc3ccccc3c(=O)[nH]2)c2ccccc21,i,31,-1.6,577,38,8,7.4,4.3,6.5,i,-4,12%,i,1.3,-0.19,0.27,-0.77,-11%
COc1ccccc1-n1c(=O)c2c3c(sc2n2c(SC)nnc12)CCC3,i,56,nt,nt,nt,nt,4.4,1.9,5.8,i,3,nt,i,0.43,0.55,0.27,-0.63,nt
Clc1ccc(Oc2cnns2)c(Cl)c1,i,16,nt,nt,nt,nt,2.8,2.4,1.2,i,0,5%,i,-0.013,-0.24,0.0091,0.29,0%
Cc1ccc(SC(C)C(=O)Nc2c(C)n(C)n(-c3ccccc3)c2=O)cc1 (stereo unspecified),i,9,-0.1,1062,8,17,1.2,0.9,7.4,i,11,-7%,i,-0.22,0.077,-0.27,-0.31,0%
CN(C)CCCNC(=S)Nc1ccc(Br)cc1,i,22,1.0,1360,nt,nt,nt,nt,nt,nt,nt,-1%,i,0.81,-0.13,0.43,-0.86,-5%
CC(=O)C(Cc1ccccc1)NC(=O)CCl (stereo unspecified),i,45,-0.2,1000,-7,7,2.5,2.9,5.6,i,2,-4%,i,-1.2,-0.35,-0.72,1.4,-15%
Cn1c(=O)c2c(-c3cccc(F)c3)c3c(nc2n(C)c1=O)-c1ccccc1C3O (stereo unspecified),nt,nt,0.1,1332,-3,11,3.0,2.0,6.4,i,3,0%,i,0.33,0.07,0.21,-0.94,23%
O=C(NC(Cc1ccccc1)C(=O)O)/C(=C\c1ccco1)NC(=O)c1ccc(Br)cc1 (stereo unspecified),i,58,-1.5,1322,0,-24,1.3,1.3,6.5,i,-15,17%,nt,-0.038,-0.029,0.73,0.45,29%
COc1ccc(CNC(=O)COc2ccc([N+](=O)[O-])cc2)cc1,i,12,0.9,1367,6,-4,2.6,1.5,7.4,i,-5,-5%,i,0.67,-0.18,0.33,-0.44,6%
COc1cccc(-n2cc3c(c2-c2ccccc2)c(=O)n(C)c(=O)n3C)c1,i,31,-0.8,755,14,10,4.4,2.4,13,i,-9,4%,i,-0.55,-0.3,-0.092,0.27,18%
C=CCNc1cnn(-c2ccccc2)c(=O)c1Cl,i,50,0.2,1428,0,3,1.8,1.6,3.0,i,21,2%,i,-0.77,-0.27,-0.4,0.55,-3%
O=C(CSc1n[nH]c(-c2cccnc2)n1)OC1CCCCC1,i,61,2.0,871,10,-12,3.7,1.2,4.1,i,9,2%,i,1.3,-0.22,0.91,-0.92,5%
COc1ccccc1NC(=O)C1=C(C)Nc2nnnn2C1c1ccccn1 (stereo unspecified),i,8,0.7,1037,nt,nt,3.1,2.4,6.0,i,-3,-11%,i,-0.52,-0.14,-0.016,0.39,-4%
O=C(COc1ccc2c3c(c(=O)oc2c1)CCC3)c1ccc2c(c1)OCO2,i,72,-4.0,990,4,-11,5.2,2.5,7.4,i,7,5%,i,1.2,-0.17,1.5,-1.6,-9%
CCCSc1nsc(NC(=O)CC)n1,i,64,-1.8,1038,-12,-3,3.7,3.5,9.4,i,-3,5%,i,-0.0099,-0.11,0.19,0.017,5%
N#Cc1ccc(NC(=O)c2nc(-c3ccccc3)n(-c3ccccc3)n2)cc1,i,50,nt,nt,9,10,0.7,3.7,21,i,2,0%,i,0.77,0.53,0.099,-0.22,-3%

# A draw from above in order of count of non-hydrogen atoms, ascending:
SMILES,T cell modulator,T cell modulator vesicle-bound %,bCat nuc transl,bCat nuc transl cell count 5 µM,WT yeast gro inh,WT yeast gro inh mutant strain,MT stabilizer,MT stabilizer Hoechst-high %,MT stabilizer cytotoxicity %,Autophagy mod,Autophagy mod cell loss 18 h,M1AAP inhibition,Yfh1-depleted yeast,Dynein transport,Dynein transport cytoplasmic EGFP,Dynein transport nuclear GR-EGFP,Dynein transport cell count,M17LAP inhibition
CCCSc1nsc(NC(=O)CC)n1,i,64,-1.8,1038,-12,-3,3.7,3.5,9.4,i,-3,5%,i,-0.0099,-0.11,0.19,0.017,5%
COc1ccc(CNC(=O)COc2ccc([N+](=O)[O-])cc2)cc1,i,12,0.9,1367,6,-4,2.6,1.5,7.4,i,-5,-5%,i,0.67,-0.18,0.33,-0.44,6%
COc1cccc(-n2cc3c(c2-c2ccccc2)c(=O)n(C)c(=O)n3C)c1,i,31,-0.8,755,14,10,4.4,2.4,13,i,-9,4%,i,-0.55,-0.3,-0.092,0.27,18%
